MBD2 DNA inh: MBD2-methylated oligo binding inhibition | TR-FRET, MBD2 binding to methylated oligonucleotide | inhibition, % at 4.4 µM | 370,000 compounds, 0.31% hits | AID 686964; in the data active = inhibition above about 13%
Target sequence (Q9UBB5 whole entry, looked up): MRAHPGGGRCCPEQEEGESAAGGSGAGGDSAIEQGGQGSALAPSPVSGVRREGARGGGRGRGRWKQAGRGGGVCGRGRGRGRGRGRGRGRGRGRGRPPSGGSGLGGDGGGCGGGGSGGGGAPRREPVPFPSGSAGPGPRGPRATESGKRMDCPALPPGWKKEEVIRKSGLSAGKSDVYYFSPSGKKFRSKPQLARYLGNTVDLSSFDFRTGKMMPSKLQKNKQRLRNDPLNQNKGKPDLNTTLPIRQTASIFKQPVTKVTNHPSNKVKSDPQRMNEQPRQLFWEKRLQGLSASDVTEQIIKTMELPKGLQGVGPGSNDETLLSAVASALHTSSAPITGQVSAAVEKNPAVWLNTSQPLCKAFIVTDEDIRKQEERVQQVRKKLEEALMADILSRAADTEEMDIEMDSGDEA
TCR-CD3 inh: inhibitors of human TCR-CD3 interaction. TAMRA-labeled TCR probe fluorescence, biochemical. inhibition, % at 9.4 µM. 360,000 compounds, 0.37% hits. AID 651800; in the data active = inhibition above about 19%;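 also: recombinant mutant TCR 2C K166C tagged with TAMRA read by polarization; 0% = receptor in buffer alone and 100% = receptor with positive control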
PRMT1 inh: blocks human protein arginine methyltransferase 1; Q99873; recombinant PRMT1, activity-based probe fluorescence polarization; inhibition, % at 2.79 µM; 370,000 compounds, 1.3% hits; AID 652257;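 active = inhibition above about 21% made by adding two undisclosed values, limit read from the data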
HTRA1 inhibitor: HTRA1 (human) protease inhibition | Q92743 | recombinant HTRA1, FP-rhodamine activity-based probe, fluorescence polarization | inhibition, % at 5.96 µM | 340,000 compounds, 0.5% hits; in the data active = inhibition above about 36%;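 also: 0% = enzyme with DMSO and 100% = wells lacking enzyme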
Target sequence (Q92743 whole entry, looked up): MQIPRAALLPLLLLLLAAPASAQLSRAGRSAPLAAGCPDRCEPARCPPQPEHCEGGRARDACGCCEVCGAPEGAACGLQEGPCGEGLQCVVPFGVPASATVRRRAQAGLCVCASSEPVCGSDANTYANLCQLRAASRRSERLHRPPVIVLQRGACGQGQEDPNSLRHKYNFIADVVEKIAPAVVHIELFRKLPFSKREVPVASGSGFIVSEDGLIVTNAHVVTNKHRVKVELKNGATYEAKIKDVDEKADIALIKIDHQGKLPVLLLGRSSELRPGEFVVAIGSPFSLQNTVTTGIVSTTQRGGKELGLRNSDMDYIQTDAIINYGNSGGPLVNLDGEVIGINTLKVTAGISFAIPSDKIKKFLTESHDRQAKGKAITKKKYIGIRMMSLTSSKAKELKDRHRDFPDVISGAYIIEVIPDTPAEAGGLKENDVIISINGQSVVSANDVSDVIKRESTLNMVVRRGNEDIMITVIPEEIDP
mABHD4 FP: inhibitors of mouse ABHD4 | 370,000 compounds, 0.54% hits | inhibition, % at 8.92 µM | purified mABHD4, FP-Rh probe fluorescence polarization | Q8VD66;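 active = inhibition exceeding the mean over every tested compound plus 3 SD, cut at about 30% in these data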;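 also: 0% = plate median of compound wells and 100% = S159A mutant with DMSO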
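System: mouse ABHD4 enzyme, wild type / Medium: HEPES pH 7.0, NaCl, Pluronic buffer / Reagent: FP-Rh activity-based fluorescent probe / Control set: S159A mutant high control, sample median low control / Detection: fluorescence polarization with parallel and perpendicular emission, 525/598 nm / Schedule: 45 min + 60 min at 25 °C / Compound dosing: 8.92 µM, single dose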
rCAG RNA binder: binds r(CAG) RNA repeats | r(CAG) RNA repeat, TO-PRO-1 dye displacement fluorescence | 370,000 compounds, 1.3% hits | inhibition, % at 3 µM | AID 651821;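 active = inhibition above the plate cutoff, the mean of all test compounds on that plate plus 3 SD, cut at about 35% in these data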;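 also: 0% = DMSO alone and 100% = 100 µM mitoxantrone as full dye displacement; higher means more dye released from RNA so lower well fluorescence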
NR1D1 modulator: modulates human Rev-erb alpha binding to DNA; Rev-erbα–FITC-DNA binding, fluorescence polarization, 90 min; activity, % at 10 µM; 370,000 compounds, 0.79% hits;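 active = activity above about 14%, limit read from the data; passing the limit was not always enough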;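 also: 0% = DMSO wells with 35 nM protein and 100% = DMSO wells with 750 nM protein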
UHRF1 MBD2 ctr: blocks human UHRF1 binding to methylated DNA; UHRF1 binding to methylated oligo, TR-FRET; 370,000 compounds, 0.75% hits; Q96T88; inhibition, % at 4.4 µM; AID 687016; in the data active = inhibition above about 21%;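 also: UHRF1 SRA domain binding a hemimethylated CpG hairpin DNA probe; 0% = median of test compound wells and 100% = reference inhibitor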
LEDGF integ inh: blocks HIV-1 LEDGF/p75-dependent DNA integration. TR-FRET IN-LEDGF/p75 DNA integration, Eu/Cy5. AID 743269. 370,000 compounds, 0.64% hits. inhibition, % at 3.7 µM;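 active = inhibition above the screen-wide mean plus 3 SD, cut at about 13% in these data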;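 also: signal is the Cy5 over europium emission ratio at 671 and 618 nm; 0% = plate median of compound wells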
PG9 binder: small molecules binding HIV-1 gp120 antibody PG9; TR-FRET gp120-PG9 antibody binding; inhibition, % at 6.7 µM; 360,000 compounds, 0.43% hits; in the data active = inhibition above about 8.5%
Starred values were filed as active, the others as inactive; x = no result given. The list is partial; count on the stated rates, not on these rows.

Structure	MBD2 DNA inh	TCR-CD3 inh	PRMT1 inh	HTRA1 inhibitor	mABHD4 FP	rCAG RNA binder	NR1D1 modulator	UHRF1 MBD2 ctr	LEDGF integ inh	PG9 binder
COc1cc(OC)nc(NC(=O)CSc2nc3ccccc3[nH]2)n1	8	9	-2	-6	0	-1	1	1	3	-3.6
Cc1nn(Cc2ccc(C(=O)N3c4ccc(F)cc4CCC3C)o2)c(C)c1Br (stereo unspecified)	4	-6	4	-9	-2	-2	5	2	-1	-0.7
COc1ccc(CN2CCNC(=O)C2CC(=O)NCc2csc(C(C)C)n2)c(OC)c1 (stereo unspecified)	1	3	0	x	-6	-5	-2	-3	1	-0.4
COc1ccc(N/C(=C\C(=O)c2ccccc2)c2ccccc2)cc1OC	3	-4	4	x	3	3	-5	5	-4	-0.2
CCN(CC(=O)Nc1c(F)cccc1F)C(=O)c1cnccn1	-4	1	3	-3	2	0	-4	1	-6	0.4
CCCCS(=O)(=O)c1sc2nc(C)cc(C)c2c1N	1	-2	-2	-1	-8	0	4	-3	2	3.2
O=C(c1ccc(F)cc1)N1CCCC(c2nc(-c3ccncc3)no2)C1 (stereo unspecified)	-3	-4	-1	-7	6	-5	-8	-1	1	-2.5
COCCn1c(SCC(=O)c2[nH]c(C)c(C(C)=O)c2C)nc2ccccc21	3	1	4	-8	2	1	-4	1	1	-0.6
N#Cc1ccccc1S(=O)(=O)N1CCN(C(=O)CN2CCCSc3ccccc32)CC1	2	-1	1	-8	5	2	-3	0	-3	-0.3
C=CCNc1nc(Nc2ccc([N+](=O)[O-])cc2)nc(OC)n1	0	2	5	-15	0	5	-4	7	-1	-0.5
CCOc1ccc(Oc2c(Cl)cnn(Cc3cccc4ccccc34)c2=O)cc1	4	x	2	x	-2	3	-3	2	-1	x
CC(C)(NC(=O)c1ccccc1)c1nc2ccccc2s1	6	3	59*	-5	5	5	-3	15	1	0.0
CCN(CC)c1ccc(NC(=O)CSC(=O)c2ccccc2)cc1	-5	3	3	2	6	7	9	-1	3	-2.9
CC(C)Oc1cccc(NC(=O)C2(C)CCCN(C)C2)c1 (stereo unspecified)	2	-1	-2	x	5	-1	3	0	-4	-1.0
COc1ccc(-c2c(C#Cc3ccsc3)c3cc(-c4cccc5[nH]ccc45)ccc3n2C)cc1	-1	-8	1	9	6	23	4	1	1	-1.1
C=CCOC(=O)/C=C/C(=O)NC(N)=O	-1	-6	76*	6	6	1	-5	5	1	-0.2
Cc1ccc(NC(=O)c2ccccc2)cc1	-1	0	2	1	3	1	-4	1	0	-0.3
Cc1cccc(NC(=O)CSc2nnc(C)c(=O)n2N)c1C	-4	7	-2	4	2	1	-1	-5	0	-1.1
CN(c1ccc(F)cc1)S(=O)(=O)c1ccc(Cl)c(C(=O)NCC(c2ccco2)N2CCCCC2)c1 (stereo unspecified)	-6	-2	-5	-12	3	-4	12	5	3	0.9
CC(C)c1nc(-c2ccc([N+](=O)[O-])cc2)cs1	-1	1	-2	-6	0	0	-7	0	2	-0.9
CC(C)CCn1c(N2CCC(C(N)=O)CC2)nc2c1c(=O)[nH]c(=O)n2C	1	3	-1	-7	2	-3	3	-1	-2	-1.0
COc1ccc(NC(=O)CSc2nc3[nH]c(=O)cc(O)c3s2)c(OC)c1	-5	6	9	1	5	27	-2	-4	3	-0.6
Cc1ccc(COC(=O)NCc2cccnc2)cc1	-6	4	-5	-5	1	0	5	-1	3	1.9
O=C(NCC(c1cccs1)N1CCOCC1)c1ccc(Cl)s1 (stereo unspecified)	1	-4	2	4	-5	-5	5	6	-3	1.3
COc1ccc(C(=O)NCCC2=CCCCC2)cc1OC	1	5	-2	0	1	-4	1	12	-2	-0.2
COc1ccc(S(=O)(=O)N2CCCCCC2)cc1C(=O)Nc1cccc(C)n1	0	0	-2	-16	-4	0	0	-1	4	-2.6
O=C1Nc2cc(Cl)cnc2N2CCCC12 (stereo unspecified)	0	1	-2	-5	1	9	-5	-6	5	-0.5
COc1ccc(S(=O)(=O)N2CCOCC2)cc1NC(=O)CSc1ncccn1	1	6	-6	3	-3	3	-5	-3	2	0.0
CN(C(=O)Cn1nnc(-c2ccccc2)n1)C1CCS(=O)(=O)C1 (stereo unspecified)	-1	-2	2	1	0	-1	-4	5	0	2.0
O=C1C=C(c2ccc(F)cc2OCc2ccccc2)C[C@@H](c2ccc(Cl)cc2)C1	1	5	-2	-5	6	-1	1	0	0	-0.4

Continued; the last two above are carried over.
Structure	MBD2 DNA inh	TCR-CD3 inh	PRMT1 inh	HTRA1 inhibitor	mABHD4 FP	rCAG RNA binder	NR1D1 modulator	UHRF1 MBD2 ctr	LEDGF integ inh	PG9 binder
CN(C(=O)Cn1nnc(-c2ccccc2)n1)C1CCS(=O)(=O)C1 (stereo unspecified)	-1	-2	2	1	0	-1	-4	5	0	2.0
O=C1C=C(c2ccc(F)cc2OCc2ccccc2)C[C@@H](c2ccc(Cl)cc2)C1	1	5	-2	-5	6	-1	1	0	0	-0.4
CC(=O)c1cccc(N(CC(=O)N2CCCCC2)S(C)(=O)=O)c1	-4	-9	2	6	-6	7	3	1	5	1.7
CC(=O)Nc1ccc(S(=O)(=O)NCCN2CCOCC2)cc1	0	0	2	-2	2	1	2	4	-1	-1.1
Nc1nc(CSC(=S)N2CCOCC2)nc(Nc2ccccc2)n1	-2	5	1	-3	5	-3	4	0	-1	-0.7
CS(=O)(=O)NCCCc1ccccc1	3	-7	0	0	-5	0	6	2	-4	-0.9
OCCOCCn1c(-c2ccccc2)nc(=S)c2c1CCCC2	1	-6	10	5	0	3	-4	3	-4	1.0
CS/C(=C/[N+](=O)[O-])Nc1cccc2c1C(C)CC2(C)C (stereo unspecified)	-3	8	0	2	3	4	0	-1	1	-1.3
O=C(CCNS(=O)(=O)c1ccccc1F)OCc1ccccc1Cl	-1	-1	0	4	-2	-1	0	2	1	0.1
COC(=O)c1ccc(C(c2c(N)n(Cc3ccccc3)c(=O)n(C)c2=O)N2CCOCC2)cc1 (stereo unspecified)	0	-5	1	5	-2	0	7	1	1	0.5
CN(Cc1cc(-c2ccccc2)on1)C(=O)c1cc(COc2c(F)cccc2F)on1	-1	0	1	-22	-15	-6	3	5	0	-0.7
O=C(O)c1ccc(CCCc2ccccc2)cc1	1	5	-7	-4	-1	4	-3	3	3	0.0
O=C(CSc1nc2ccccc2c(=O)n1-c1ccc(F)cc1)NC1CCS(=O)(=O)C1 (stereo unspecified)	-2	7	-1	7	5	-1	1	0	-3	3.7
CC1CCCC(C)N1C(=O)CN1C(=O)NC2(CCOc3ccccc32)C1=O (stereo unspecified)	6	-4	2	-4	5	-7	3	1	-6	2.9
O=Cc1cn(CC(=O)N2CCOCC2)c2ccccc12	-6	5	-2	1	-2	3	3	0	-1	-1.6
Cc1ccc(C)c(S(=O)(=O)N2CCCOC2CNC(=O)C(=O)NCc2ccc3c(c2)OCO3)c1 (stereo unspecified)	-2	0	7	-5	-8	-4	-2	2	-2	0.9
COc1cc(CNc2ncnc3c2ncn3[C@H]2CN(Cc3ccc(F)cc3)C[C@@H](CO)O2)cc(OC)c1OC	1	2	-2	x	-2	0	8	3	3	-0.9
CC(=O)NCCC1CCN(c2nc3nonc3nc2N(C)Cc2ccccc2)CC1	-1	0	0	0	-3	1	-6	3	-2	-0.1
COc1ccccc1/C=C1\Oc2cc(OC(=O)N3CCOCC3)ccc2C1=O	-2	-1	2	-5	2	2	2	0	3	-0.1
CC(=O)c1cnc(Nc2ccccc2)s1	0	3	-2	1	4	2	2	0	-2	1.5
O=C(O)c1ccccc1C(=O)Nc1cc(-c2ccccc2)[nH]n1	4	-4	5	0	-2	6	8	-2	-7	0.6
COc1ccc(CC(=O)OC(C)CN2CCCCC2)cc1 (stereo unspecified)	-5	-9	-1	-3	-9	-3	5	1	15*	-4.4
COc1ccc(-c2csc(C(O)(c3ccccc3)C(F)(F)F)n2)cc1 (stereo unspecified)	6	7	0	x	-38	2	2	-2	-1	-1.3
CSc1ccc(Cl)c(C(=O)OCC(=O)NC2CC2)c1	3	-6	2	3	3	-1	3	0	-1	0.9
CCC(C(=O)NC1CCCCC1)N(Cc1cccs1)C(=O)c1snc(C(N)=O)c1N (stereo unspecified)	-6	2	-4	x	-7	-3	2	3	-1	0.0
COc1ccc(OC)c(NC(=O)c2ccccc2N(Cc2ccccc2)C(=O)C(C)Cl)c1 (stereo unspecified)	2	x	9	x	21	5	6	-4	-2	x
Cc1cc(=O)oc2c3c(cc(OCC(=O)NCCN4CCOCC4)c12)OC(C)(C)CC3	-2	3	-3	-3	5	-6	9	-1	-3	3.7
O=C(O)Cc1ccc(C(=O)c2ccc(Cl)cc2)s1	6	-9	6	-11	-20	11	-4	6	-2	0.4
CCOC(=O)c1ccc(S(=O)(=O)n2c(CN3CCCCC3)nc3ccccc32)cc1	1	-12	1	-8	5	2	1	0	1	1.9
CCNC(=O)Cc1ccc(S(=O)(=O)N2CCOCC2)s1	-3	2	2	-4	11	10	-1	1	-5	-0.8
COc1ccc([N+](=O)[O-])cc1NC(=O)C(C)OC(=O)C1CC(=O)N(Cc2ccco2)C1 (stereo unspecified)	3	-3	-1	1	6	2	5	-1	0	-0.1
O=c1oc2ccc(NS(=O)(=O)c3cccc4cccnc34)cc2s1	-6	-6	77*	22	-39	25	3	2	5	-1.1
N#Cc1ccccc1NC(=O)CN1CCN(Cc2ccccc2)CC1	3	-9	3	4	-3	-1	-2	3	6	0.9
Cc1nc(Nc2ccc(S(N)(=O)=O)cc2)sc1-c1ccccc1	3	-5	0	4	-4	18	9	0	2	-0.6
CC1(C)NC(=O)N(CCOc2ccc3c(c2)CCC3)C1=O	2	2	-5	-9	0	-4	3	-2	-2	-0.1
O=C(CCSc1ccc(Cl)cc1)N1CCN(S(=O)(=O)c2ccccc2)CC1	2	-2	-5	0	1	-2	0	-2	3	-3.4
CCOC(=O)c1c(C)[nH]c(C(=O)N/N=C\c2ccccc2O)c1C	0	1	-1	-4	-6	4	1	-8	-3	-1.8
CC1=C(C(=O)N2CCN(C(=O)c3ccco3)CC2)C2(CCC(C)CC2)OC1=O (stereo unspecified)	-1	7	0	5	0	1	-7	0	4	-0.1
Cn1c(C(=O)O)c(C=O)c2ccccc21	4	7	-3	0	2	0	1	0	2	1.0
O=C1CCC(=O)N1OCCCCOc1ccccc1	2	-2	-1	-1	3	2	-1	-3	1	-0.6
CCCCN1C(=O)C(CC(=O)NCCc2ccccn2)CC(C(=O)N2CCOCC2)=C1C (stereo unspecified)	-5	0	-1	4	2	2	2	10	-2	-0.1
COc1ccccc1Nc1nc(-c2sc(NC(=O)CC(C)C)nc2C)cs1	3	-3	6	7	24	20	-3	-1	1	0.0
COc1ccc(C(=O)NC(=O)COC(=O)C2CC2C)cc1 (stereo unspecified)	7	-1	0	5	1	1	-5	11	-3	0.3

Screening data (PubChem BioAssay)
